# ERG-DNA inh: blocks human ERG Ets domain binding to DNA; P11308; fluorescence polarization, His-ERG Ets domain / labelled DNA; Potency, µM (highest dose often 76.9 µM), inactives show at the top dose FP activity, negative = inhibition, actives largely listed as inhibitors; hit rate 0.028% among 370,000; AID 624246; active = well fitted inhibition curve with a large enough effect in the polarisation, with a control signal flat; inconclusive = small, poorly fitted or top-dose-only effect, or effect the other way, or a change in a side signal; inactive = no such curve, though single readings can be large or run the other way; the % refers to the polarisation;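 note: polarization taken with two DNA probes labelled with fluorescein and Texas red; potency is the fitted concentration of half-maximal effect; % of control where 0% means no effect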
#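 His-tagged ERG Ets domain (1 uM in the protein solution; 300mM KCl, 50mM Tris-HCl, 1mM EDTA, 1mM DTT, pH 7.5) received compound, then a probe mix of 5 nM fluorescein-DNA and 100nM Texas-615-DNA. Fluorescence polarization was read for both dyes.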
# APE1 inh: inhibitors of human APE1 endonuclease; P27695; hit rate 0.35% among 350,000; recombinant APE1, TAMRA/BHQ-2 abasic DNA cleavage fluorescence; Potency, µM (doses to about 65.8 µM), for inactives: at the top dose activity change, negative = inhibition, usual class: inhibitors;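 note: potency is the fitted concentration of half-maximal effect; plate controls were vehicle for no effect and reference inhibitor for full effect; nearly all actives have a fitted effect of over 55% in size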
#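 Endonuclease cleavage of a quenched abasic-site DNA duplex (50 nM) by APE1 (0.75 nM) was tracked by TAMRA dequenching. Compounds were preincubated with enzyme 15 min at room temperature; data normalized to buffer-only and DMSO wells plus NSC13755 control.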
# BLM inh: Bloom syndrome helicase (human) inhibition; Potency, µM (highest dose often 56.1 µM), for inactives: at the highest dose activity change, negative = inhibition, hits mostly inhibitors; P54132; recombinant BLM DNA unwinding, fluorescence dequenching; hit rate 0.2% among 350,000;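 note: potency is the fitted concentration of half-maximal effect; plate controls were vehicle for no effect and no enzyme for full effect; nearly all actives have a fitted effect of over 35% in size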
# Pol kappa inh: inhibitors of human DNA polymerase kappa; hit rate 0.53% among 400,000; Q9UBT6; AID 588579; purified Pol kappa, fluorescent DNA synthesis assay, 10 min; Potency, µM (series often up to 107 µM), for inactives: top-dose activity, negative = inhibition, hits mostly inhibitors; note: potency is the fitted concentration of half-maximal effect; % is set by controls: 0 for no effect and ±100 for the full control effect
#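 Kinetic fluorescence readout at 0 and 10 min followed reaction start with substrate at 50 nM final. Beforehand, enzyme (10 nM Pol kappa) stood 15 min with compound at room temperature; buffer-only wells were negative controls.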
# Pol iota inh: blocks human DNA polymerase iota activity | Q9UNA4 | Pol iota fluorescent replication assay, 10 min | Potency, µM (titrated, usually from 115 µM), for the others: top-dose activity, negative = inhibition, actives largely listed as inhibitors | hit rate 1% among 390,000 | AID 588590; note: potency is the fitted concentration of half-maximal effect
#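 Pol iota at 10 nM preincubated 15 min with compounds at room temperature; reaction started with fluorescent substrate, 50 nM final. Fluorescence read kinetically at 0 and 10 min; buffer-only wells as negative control.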
# ALOX12 inh: inhibitors of human 12S-lipoxygenase ALOX12 | Potency, µM (highest dose often 108 µM), without a hit: at the top dose activity change, negative = inhibition, usual class: inhibitors | purified 12hLO, xylenol orange hydroperoxide absorbance | hit rate 1.1% among 580,000 | P18054; note: potency is the fitted concentration of half-maximal effect; % is set by controls: 0 for no effect and ±100 for the full control effect
# Target sequence (P18054 whole entry, looked up): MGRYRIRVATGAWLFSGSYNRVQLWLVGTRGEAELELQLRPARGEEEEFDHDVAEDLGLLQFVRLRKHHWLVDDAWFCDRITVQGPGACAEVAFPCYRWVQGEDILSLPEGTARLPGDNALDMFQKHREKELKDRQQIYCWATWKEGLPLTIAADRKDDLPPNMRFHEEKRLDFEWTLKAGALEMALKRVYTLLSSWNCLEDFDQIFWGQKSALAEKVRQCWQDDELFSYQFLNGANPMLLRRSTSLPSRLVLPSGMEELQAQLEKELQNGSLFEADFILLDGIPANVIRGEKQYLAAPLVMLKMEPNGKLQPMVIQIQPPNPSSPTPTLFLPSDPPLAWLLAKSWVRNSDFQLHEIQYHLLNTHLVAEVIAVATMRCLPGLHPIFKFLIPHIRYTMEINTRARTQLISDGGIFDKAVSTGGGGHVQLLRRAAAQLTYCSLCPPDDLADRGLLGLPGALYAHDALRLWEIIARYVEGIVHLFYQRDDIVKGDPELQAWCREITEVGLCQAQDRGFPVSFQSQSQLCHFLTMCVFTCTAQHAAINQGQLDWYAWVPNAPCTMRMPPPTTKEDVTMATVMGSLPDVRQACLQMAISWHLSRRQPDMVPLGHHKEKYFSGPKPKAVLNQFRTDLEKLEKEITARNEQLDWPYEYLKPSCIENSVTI
#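 Hydroperoxide product was detected by ferrous iron/xylenol orange as the 573 to 405 nm absorbance ratio. Arachidonic acid at 40 uM (final) was turned over for 30 min at room temperature by 150 nM human 12hLO, pH 7.0 Hepes buffer, after 15 min compound preincubation.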
# TRHR ag: agonists of human TRH receptor; activation, % at 2 µM; P34981; TRHR cells, calcium flux fluo-8, FDSS agonist mode; hit rate 0.18% among 360,000; AID 493084; in the data active = activation above about 30%; note: 0% is about no effect
# Target sequence (P34981 whole entry, looked up): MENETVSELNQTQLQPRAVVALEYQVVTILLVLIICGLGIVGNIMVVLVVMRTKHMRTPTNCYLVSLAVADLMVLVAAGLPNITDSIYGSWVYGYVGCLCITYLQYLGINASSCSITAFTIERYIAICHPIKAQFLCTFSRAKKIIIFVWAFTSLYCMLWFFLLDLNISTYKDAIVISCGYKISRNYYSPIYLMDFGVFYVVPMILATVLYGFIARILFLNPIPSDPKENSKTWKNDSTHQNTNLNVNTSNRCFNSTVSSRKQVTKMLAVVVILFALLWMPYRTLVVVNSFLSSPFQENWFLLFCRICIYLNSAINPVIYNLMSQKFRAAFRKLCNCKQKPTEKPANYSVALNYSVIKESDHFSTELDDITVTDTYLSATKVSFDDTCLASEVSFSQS
#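 Fluo-8-loaded TRHR cells; 10 s baseline, compound added, kinetic Ca2+ fluorescence read 1/s, agonist mode.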
# POLB inh: blocks human DNA polymerase beta activity | Potency, µM (top dose mostly 114 µM), for inactives: top-dose activity change, negative = inhibition, most hits filed as inhibitors | hit rate 1.3% among 340,000 | AID 485314 | Pol beta primer extension/strand displacement, fluorescence kinetic; note: potency is the fitted concentration of half-maximal effect; % is set by controls: 0 for no effect and ±100 for the full control effect
#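 10 nM enzyme + cpd, 15 min RT; start with substrate 50 nM final; read 0 min and after 10 min RT. Corrected, normalized data; 4-parameter Hill curve fit.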
# Apoferritin bind: binds horse apoferritin like a general anesthetic; Potency, µM (top dose mostly 77.5 µM), inactives show top-dose activity change, negative = displacement, most hits filed as inhibitors; apoferritin/1-aminoanthracene competitive binding, fluorescence; hit rate 0.074% among 350,000; AID 485281; P02791; note: potency is the fitted concentration of half-maximal effect; % is set by controls: 0 for no effect and ±100 for the full control effect; nearly all actives have a fitted effect of over 20% in size
#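 Horse-spleen apoferritin (10 uM) was mixed with 50% saturated 1-aminoanthracene in PBS, exposed to compounds for 10 min at room temperature, and read for fluorescence (ex 380 nm, em 535 nm). Competitive displacement was fitted with a four-parameter Hill equation.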
# Active calls of the source: *; ? = inconclusive; nt = no result given; & = joins results of further samples; [ ] = another dose, or the depositor's remark. Unless noted, calls come from the whole dose curve; as a rule, active = well fitted curve in the direction sought with a large enough effect; inconclusive = small, poorly fitted or top-dose-only effect, or another doubt; inactive = no such curve, though single readings can be large; an effect the other way counts as inactive or inconclusive.
1: O=C(CSC1=Nc2ccccc2N=C(c2ccc(F)cc2)C1)NCc1ccc(Cl)cc1
2: O=S(=O)(Cc1ccccc1)Nc1cccc(Br)c1
3: N#Cc1ccc(CSc2nnc(-c3ccccn3)n2-c2ccccc2)cc1
4: Cc1cccc(-c2nc(CCNC(=O)c3ccco3)cs2)c1
5: Cn1c(SCc2c(F)cccc2Cl)nc2c(c1=O)SCC2
6: CNc1cccnc1C=NNC(N)=S
7: CCOc1cccc(/C(O)=C2/C(=O)C(=O)N(CCN3CCOCC3)C2c2ccncc2)c1 (stereo not drawn)
8: CC(=O)Nc1ccc(NC(=O)C(Cc2ccccc2)N2Cc3ccccc3C2=O)cc1 (stereo not drawn)

assay / compound	1	2	3	4	5	6	7	8
ERG-DNA inh	6%	1%	2%	-8%	4%	-1%	nt	-1%
APE1 inh	nt	12%	-1%	nt	0%	nt	-7%	nt
BLM inh	-2%	-13%	0%	1%	-14%	nt	2%	-1%
Pol kappa inh	-8%[60.1 µM]	0%	-11%	-6%[60.1 µM]	-4%	-19%	nt	-12%
Pol iota inh	14%	62%[activator]	3%	22%	101%[activator]	15%	nt	-16%
ALOX12 inh	-19%	13%	-1%	-17%&2%	?	1%	nt	-23%
TRHR ag	1.4	-0.1	0.2	-1.2	-1.2	nt	0.4	0.0
POLB inh	-20%	20%	12%	16%	0%	nt	-1%	7%
Apoferritin bind	?	-9%	-14%	-19%	-12%	nt	-4%	-10%

9: CC1(C)CC(=O)C2=C(C1)Nc1ccccc1NC2c1cccs1 (stereo not drawn)
10: O=c1c(Oc2ccccc2F)coc2cc(OCc3cnn(-c4ccccc4)c3)ccc12
11: CC1CC(C)(C)N2C(=O)C3(Nc4ccccc4S3)c3cccc1c32 (stereo not drawn)
12: CCc1ccc(Nc2nnc(SCC(=O)Nc3ccc(C(=O)O)cc3)s2)cc1
13: C/C(O)=C\c1nc(=O)c2c(C)cc(C)nc2n1-c1ccccc1
14: Clc1ccc(COn2nnc3ccccc32)c(Cl)c1
15: C[C@H]1COC(=O)[C@@H](Cc2ccc(F)cc2)CC/C=C\C[C@H](CC(=O)NCCO)C(=O)N1
16: O=C(NCCCNC(=O)c1ccc(Cl)cc1Cl)c1ccco1

assay / compound	9	10	11	12	13	14	15	16
ERG-DNA inh	?	1%	9%	-12%	nt	1%	3%	-5%
APE1 inh	-5%	-2%	-2%	-7%	-3%	18%	-34%	48%
BLM inh	-2%	-10%	-13%	-11%	-1%	0%	nt	-2%
Pol kappa inh	0%	?	4%	-6%	-7%	-7%	10%	0%
Pol iota inh	95%[activator]	?	?	15%	-11%	2%	-1%	-15%
ALOX12 inh	6%	?	nt	13%	-20%	24%	-2%	-11%
TRHR ag	0.3	0.7	0.6	0.8	-0.6	-0.2	nt	-0.7
POLB inh	4%	?	1%	0%	?	31%	nt	14%
Apoferritin bind	-7%	-12%	?	0%	-5%	?	nt	-3%

17: Cc1c(Cc2ccccc2)c(=O)oc2c(C)c(OCC(=O)N3CCC(C(=O)O)CC3)ccc12
18: CC(C)(O)CNC(=O)Nc1ccc(Cl)c(Cl)c1
19: CCOC(=O)CSCC(NC(=O)OC(C)(C)C)C(=O)OCC (stereo not drawn)
20: CC(=O)Nc1ccc(SCC(=O)Nc2ccccc2N2CCOCC2)cc1
21: Cc1ccc(C(=O)NCCN2C3=NC[C@@H](Cc4ccccc4)N3C[C@H]2Cc2ccc(O)cc2)cc1Br
22: CCN(CC)C(=O)COc1coc(CN2CCN(c3ccc(F)cc3)CC2)cc1=O
23: CN(CCO)CC(O)Cn1cnc2c1c(=O)n(C)c(=O)n2C (stereo not drawn) (tested in a mixture with another compound)
24: COc1cccc(CCN2CCC(CNS(=O)(=O)c3cc(-c4cc(C)no4)ccc3C)CC2)c1

assay / compound	17	18	19	20	21	22	23	24
ERG-DNA inh	0%	-2%	8%	-3%	9%	-1%	-3%	3%
APE1 inh	17%	-1%	-2%	3%	13%	-18%	5%	9%
BLM inh	3%	-4%	-1%	nt	-10%	-2%	-4%&-10%	4%
Pol kappa inh	0%	-8%	-15%	-3%	11%	1%	-6%	-6%
Pol iota inh	?	-11%	2%	61%[activator]	23%	20%	18%	0%
ALOX12 inh	1%	113%[activator]	25%	1%	?	-6%	nt	?
TRHR ag	0.2	0.4	1.5	nt	0.0	1.2	0.4	1.4
POLB inh	33%	-16%	26%	nt	-13%	6%	12%	23%
Apoferritin bind	-11%	-5%	-15%	nt	-8%	-2%	-1%	?

# Sorted by length of the SMILES (ascending): 3 of the compounds above
23: CN(CCO)CC(O)Cn1cnc2c1c(=O)n(C)c(=O)n2C (stereo not drawn) (tested in a mixture with another compound)
20: CC(=O)Nc1ccc(SCC(=O)Nc2ccccc2N2CCOCC2)cc1
7: CCOc1cccc(/C(O)=C2/C(=O)C(=O)N(CCN3CCOCC3)C2c2ccncc2)c1 (stereo not drawn)

assay / compound	23	20	7
ERG-DNA inh	-3%	-3%	nt
APE1 inh	5%	3%	-7%
BLM inh	-4%&-10%	nt	2%
Pol kappa inh	-6%	-3%	nt
Pol iota inh	18%	61%[activator]	nt
ALOX12 inh	nt	1%	nt
TRHR ag	0.4	nt	0.4
POLB inh	12%	nt	-1%
Apoferritin bind	-1%	nt	-4%

# Following part.
25: O=[N+]([O-])c1ccc(N2CCN(Cc3ccc(Br)o3)CC2)cc1
26: O=C(Nc1cccc(O)c1)c1cnn2cccnc12
27: CCN(C(=O)Cc1c(C(=O)O)[nH]c2ccccc12)c1cc(OC)ccc1OC
28: Cc1nn(CC(=O)OCC(=O)c2ccc(OC(F)F)cc2)c(C)c1[N+](=O)[O-]
29: COc1ccc(OC)c(NC(=O)CN2CCCN(Cc3cc(C)ccc3C)S2(=O)=O)c1
30: O=C(/C=C/c1ccccc1O)c1ccc(Cl)cc1
31: O=C(NCCN1CCOCC1)c1cc(-c2cccc(O)c2)on1
32: COc1ccc(C2=NN(C(=O)c3cccs3)C(c3ccccc3OC)C2)cc1OC (stereo not drawn)

assay / compound	25	26	27	28	29	30	31	32
ERG-DNA inh	2%	-5%	-5%	-17%	-23%	9%	-12%	1%
APE1 inh	26%	2%	15%	23%	nt	-1%	42%	-11%
BLM inh	-8%	-4%	0%	nt	-7%	-12%	0%	-9%
Pol kappa inh	-2%	1%	-16%	5%	6%	12%	1%	-19%
Pol iota inh	22%	-3%	-5%	24%	6%	7%	49%[activator]	53%[activator]
ALOX12 inh	?	6%	0%	-13%	-24%	?	5%	-31%
TRHR ag	0.0	0.4	1.5	-0.7	-0.1	0.7	0.5	0.2
POLB inh	-1%	0%	3%	nt	44%	-16%	-14%	?
Apoferritin bind	?	?	-2%	nt	-7%	?	5%	-7%

33: CCOC(=O)C1=C(C)N(C[C@@H]2CC[C@@H](Cc3ccc(-c4ccccc4)cc3)O2)C(=O)NC1c1cccc([N+](=O)[O-])c1 (stereo partly drawn)
34: Cc1nc2ccccc2c(=O)n1CCCn1ccnc1
35: O=C(NC1CC1)C1=C[C@@H](C2CCCCC2)C[C@@H](OCCCCO)O1
36: COC(=O)C1=CN(c2ccc(F)c(F)c2)C=C(C(=O)OC)C1c1ccc([N+](=O)[O-])cc1
37: COc1ccc(S(=O)(=O)N2CCCC(C(=O)NCc3ccc4c(c3)OCO4)C2)cc1 (stereo not drawn)
38: COc1ccccc1-n1c(SCC(=O)NC2CCCC2)nc2cccnc21
39: CNC(=O)COC(=O)c1cc2c(C)nn(-c3ccc(F)cc3)c2s1
40: COc1ccc(C(CC(=O)N2CCN(c3ccccc3)CC2)c2c(O)cc(OC)cc2OC)cc1 (stereo not drawn)

assay / compound	33	34	35	36	37	38	39	40
ERG-DNA inh	4%	3%	-4%	-8%	17%	-2%	-1%	-2%
APE1 inh	-8%	-4%	5%	-16%	5%	0%	0%	-7%&9%
BLM inh	nt	3%	-7%	-6%	-3%	-3%	2%	-8%&-13%
Pol kappa inh	-8%	3%	-8%	3%	-4%	5%	-3%	-6%&2%
Pol iota inh	-12%	2%	16%	15%	-5%	1%	10%	-26%&-16%
ALOX12 inh	6%	0%	-25%	-13%	-20%	-45%	4%	-8%
TRHR ag	nt	0.1	-0.5	1.2	0.0	-0.2	-0.5	-0.6
POLB inh	nt	3%	29%	71%	18%	?	21%	-3%
Apoferritin bind	nt	0%	-19%	-7%	-2%	-9%	-7%	-7%&-19%

41: COc1ccc(/C=N/Nc2nnc(Cc3ccccc3)c(=O)[nH]2)cc1OC
42: CCCNC(=O)C(=O)NCc1ccccn1
43: O=C(Nc1ccc(F)cc1F)c1ccc2ncsc2c1
44: CCCC(C(=O)NNC(=O)c1cc(C)oc1C)c1ccccc1 (stereo not drawn)
45: CCOC(=O)Cn1c(=O)c2c(nc(Br)n2Cc2ccccc2)n(C)c1=O
46: O=C(CBr)N1CCc2ccccc2C(c2ccccc2)C1 (stereo not drawn)
47: NS(=O)(=O)c1ccc(CCNC(=O)CSc2ccc([N+](=O)[O-])cc2)cc1
48: CC1(C)CC(=O)c2cc(C(=O)NCc3ccco3)c(=O)n(-c3ccc(Cl)cc3)c2C1
49: CC(C)Cn1c(-c2cccs2)nc2ccccc21

assay / compound	41	42	43	44	45	46	47	48	49
ERG-DNA inh	-7%	-1%	4%	-11%	nt	-2%	-8%	2%	5%
APE1 inh	1%	0%	2%	41%	19%	2%	2%	-4%	2%
BLM inh	-6%	1%	-2%	nt	0%	-4%	0%	-11%	-1%
Pol kappa inh	-15%	2%[60.1 µM]	2%	-4%	nt	-1%	-1%	-5%	3%
Pol iota inh	24%	31%[activator]	1%	84%[activator]	nt	1%	59%[activator]	1%	-7%
ALOX12 inh	0%	9%	2%	-1%	nt	0%	?	-21%	0%
TRHR ag	-0.2	0.5	0.3	nt	-0.5	-0.8	1.2	0.0	-0.6
POLB inh	-25%	1%	-1%	nt	4%	20%	33%	-5%	15%
Apoferritin bind	-8%	-7%	-2%	nt	-19%	-5%	-7%	0%	-22%

# Some of the compounds tested; the hit share may differ from the screen's.
